STAT1 inh: STAT1 signaling inhibitors, primary screen, cell-based, HTS, luciferase reporter | NIH 3T3 STAT1-luciferase reporter, IFN-gamma, luminescence | inhibition, % at 5.5 µM | actives 0.35% (n = 200,000) | AID 920, 2007;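 active = inhibition above a set limit, the mean inhibition across all tested compounds plus 3 SD, cut at about 34% in these data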;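 note: 0% = IFN-gamma with DMSO and 100% = IFN-gamma with 300 µM nifuroxazide; values of inactives mirror those of a sister screen read the other way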
ROMK primary: ROMK potassium channel modulators, primary screen, cell-based, thallium flux, MLSMR library; actives 2% (n = 130,000); Tet-inducible ROMK, thallium flux fluorescence; actives lie on both sides; ATP-sensitive inward rectifier potassium channel 1 (Homo sapiens), P48048; AID 1918, 2009; B-score at 10 µM;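 active = signal ratio slope over the read window, or its plate-corrected B-score, at least 3 SD from the plate mean, either direction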;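 note: B-score of the F/F0 ratio slope over 7 to 12 s after thallium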
Target sequence (P48048 whole entry, looked up): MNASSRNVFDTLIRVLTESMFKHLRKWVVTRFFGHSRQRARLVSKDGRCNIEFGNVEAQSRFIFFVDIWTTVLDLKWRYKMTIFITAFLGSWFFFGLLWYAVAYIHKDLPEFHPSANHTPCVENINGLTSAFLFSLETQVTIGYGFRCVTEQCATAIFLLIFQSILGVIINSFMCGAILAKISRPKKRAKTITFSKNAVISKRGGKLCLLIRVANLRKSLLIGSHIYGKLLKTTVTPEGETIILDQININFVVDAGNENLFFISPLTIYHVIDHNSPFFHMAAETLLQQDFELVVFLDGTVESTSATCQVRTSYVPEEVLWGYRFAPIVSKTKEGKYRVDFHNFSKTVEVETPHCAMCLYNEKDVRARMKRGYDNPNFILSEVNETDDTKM
FLuc stim CS: FLuc activators, initial screening, artefact control for FLuc-dependent activation tests, biochemical, ATPlite luminescence; Luciferin 4-monooxygenase (Photinus pyralis), P08659; ATPlite luciferase biochemical, 10 min; 0 = ATP-free wells, 1 = DMSO control; activation factor at 10 µM; 200,000 tested, under 10 active; AID 1027, 2008;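 active = luciferase activation factor, scaled between plate controls, of at least 2 with compound at 10 µM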
Target sequence (P08659 whole entry, looked up): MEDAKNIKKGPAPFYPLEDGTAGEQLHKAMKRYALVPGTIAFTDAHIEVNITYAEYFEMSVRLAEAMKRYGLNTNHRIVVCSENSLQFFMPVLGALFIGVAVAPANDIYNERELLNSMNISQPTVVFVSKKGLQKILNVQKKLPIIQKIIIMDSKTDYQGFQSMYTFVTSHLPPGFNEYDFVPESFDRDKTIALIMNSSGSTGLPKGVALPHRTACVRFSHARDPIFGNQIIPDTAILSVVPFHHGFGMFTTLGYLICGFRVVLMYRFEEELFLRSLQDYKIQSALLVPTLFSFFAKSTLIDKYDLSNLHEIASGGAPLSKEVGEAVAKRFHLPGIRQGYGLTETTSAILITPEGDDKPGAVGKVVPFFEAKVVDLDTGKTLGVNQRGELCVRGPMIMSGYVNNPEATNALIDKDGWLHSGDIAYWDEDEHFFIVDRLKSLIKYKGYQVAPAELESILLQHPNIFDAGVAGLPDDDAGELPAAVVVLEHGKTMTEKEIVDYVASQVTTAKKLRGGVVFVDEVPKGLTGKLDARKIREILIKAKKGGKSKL
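Assay system: Luciferase/luciferin detection reagent, cell-free biochemical luciferase assay / Read-out: luciferase activation / Benchmarks: No-ATP low control, compound-free enzyme-plus-ATP high control / Medium: PBS buffer for ATP / Detection: luminescence measurement of luciferase light output / Schedule: 10 min at ambient temperature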
FLuc inh counter: firefly luciferase enzyme inhibitors, primary screen, artefact control for luciferase-based inhibitor screens, biochemical, luminescence, ATPLite; 10 min; inhibition, % at 10 µM; actives 1.5% (n = 200,000);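 active = inhibition above about 50% when tested at 10 µM, limit read from the data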
APP 5UTR inh: inhibitors of APP translation via 5'UTR reporter, primary screen, APP 5'UTR luciferase, SH-SY5Y cells. SH-SY5Y APP 5'UTR-luciferase reporter, luminescence. inhibition, % at 2 µM. actives 0.82% (n = 190,000);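 active = inhibition above a set limit, derived from the sample mean plus 3 SD, cut at about 45% in these data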; note: values of inactives mirror those of a sister screen read the other way
NF-kB neuron act: activators of NF-kB expression in neurons, primary screen, cell-based, HTS; human neuronal cells, NF-kB reporter expression; active compounds read high; fold change at 12.5 µM; actives 1.6% (n = 190,000); in the data active = fold change above about 3.3
STAT1 act: STAT1 signaling activators, primary screen, cell-based, HTS, luciferase reporter | NIH 3T3 STAT1-luciferase reporter, IFN-gamma, luminescence; 100% = IFN-gamma alone, no compound | activation (% of control), % at 5.5 µM | actives 2.6% (n = 200,000) | AID 932, 2007;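 active = activation above the screen-wide mean activation plus 3 SD, cut at about 130% in these data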;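 note: raw ratio to IFN-gamma control signal so 100% means no change and 0% no light; values of inactives mirror those of a sister screen read the other way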
STAT3 blocker: IL-6 driven STAT3 reporter inhibitors, primary screen, U3A cells, luciferase, luminescence, MLSCN library. IL-6 STAT3-luciferase reporter; host cell line lacks STAT1. inhibition, % at 5.5 µM. actives 0.89% (n = 190,000). AID 862, 2007;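 active = inhibition above the mean inhibition across all screened compounds plus 3 SD, cut at about 44% in these data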;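 note: 0% = DMSO only wells and 100% = 100 µM nifuroxazide control wells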
STAT3 activator: IL-6 driven STAT3 reporter potentiators, primary screen, U3A cells, luciferase, luminescence, MLSCN library | IL-6 STAT3-luciferase reporter; 100% = signal with IL-6 EC80 alone | actives 0.91% (n = 190,000) | activation (% of control), % at 5.6 µM;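 active = activation above the screen-wide mean of compound activation plus 3 SD, cut at about 130% in these data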;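 note: 0% = background luminescence of wells with medium and substrate only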
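Material: STAT3-luciferase reporter U3A cells. Controls: IL-6-treated wells, 100% activation. Read-out: % activation versus median of IL-6-stimulated wells. Probe or stimulus: IL-6 stimulus at 33 ng/mL final. Timing: compound 1 h, then IL-6 6 h at 37 °C. Signal: reporter luminescence signal.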
APP 5'UTR act: activators of APP 5'UTR luciferase reporter, primary screen, SH-SY5Y cells. SH-SY5Y APP 5'UTR luciferase reporter, luminescence; zero percent = DMSO vehicle wells. activation, % at 2 µM. actives 1% (n = 190,000). AID 1276, 2008;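 active = activation above a set limit, based on mean plus 3 SD of controls, cut at about 140% in these data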; note: values of inactives mirror those of a sister screen read the other way
* = called active by the depositor; x = no result given.

SMILES	STAT1 inh	ROMK primary	FLuc stim CS	FLuc inh counter	APP 5UTR inh	NF-kB neuron act	STAT1 act	STAT3 blocker	STAT3 activator	APP 5'UTR act
CCC(CC)C(=O)NCCc1cc2cc(C)c(C)cc2[nH]c1=O	8	x	1.1	-5	0	1.4	94	-5	104	0
CCN1CNC(=S)N(c2ccccc2OC)C1	-6	x	1	1	-12	0.91	105	1	100	13
CCN1CCN(C(=O)c2ccc(N3CC4CC(C3)c3cccc(=O)n3C4)c([N+](=O)[O-])c2)CC1 (configuration not stated)	-4	0.015	1.1	-5	1	1.1	103	-2	109	-1
CC(NC(=O)C(=O)NN=C1CCCCCCCCCCC1)c1ccccc1 (configuration not stated)	-3	x	1.1	-6	-8	0.98	102	0	105	8
O=C(OCC#CCSc1nnc(-c2ccc(Br)cc2)o1)c1cccs1	-4	-1.3	1.1	-6	-10	1.6	104	11	98	10
Cn1c(SCC(=O)N2CCCCC2)nnc1-c1ccc(S(=O)(=O)N2CCOCC2)cc1	-6	0.24	1	-2	5	1	106	4	101	-5
CCOC(=O)N1CCN(C(=O)c2ccc3c(c2)sc2nc(-c4ccc(OC)cc4)cn23)CC1	-13	x	1	4	-19	0.66	112	12	94	19
O=C(Cc1cccs1)Nc1nnc(SCc2ccc(C(F)(F)F)cc2)s1	8	x	1	-3	1	1.2	93	-5	103	-1
O=C(c1ccncc1)N1c2ccccc2Sc2ccccc21	33	-1	1.1	-5	11	0.83	69	9	97	-11
Cc1cc(SCC(N)=O)nc(SCC(=O)c2ccccc2)n1	7	x	1	0	1	1.4	94	5	99	-1

Entries of single compounds, quoted from the list. Order of values: STAT1 inh, ROMK primary, FLuc stim CS, FLuc inh counter, APP 5UTR inh, NF-kB neuron act, STAT1 act, STAT3 blocker, STAT3 activator, APP 5'UTR act
CCOC(=O)N1CCN(C(=O)c2ccc3c(c2)sc2nc(-c4ccc(OC)cc4)cn23)CC1 reads -13, x, 1, 4, -19, 0.66, 112, 12, 94, 19
CCN1CNC(=S)N(c2ccccc2OC)C1 reads -6, x, 1, 1, -12, 0.91, 105, 1, 100, 13
O=C(Cc1cccs1)Nc1nnc(SCc2ccc(C(F)(F)F)cc2)s1 reads 8, x, 1, -3, 1, 1.2, 93, -5, 103, -1
CCN1CCN(C(=O)c2ccc(N3CC4CC(C3)c3cccc(=O)n3C4)c([N+](=O)[O-])c2)CC1 (configuration not stated) reads -4, 0.015, 1.1, -5, 1, 1.1, 103, -2, 109, -1
CC(NC(=O)C(=O)NN=C1CCCCCCCCCCC1)c1ccccc1 (configuration not stated) reads -3, x, 1.1, -6, -8, 0.98, 102, 0, 105, 8

Other results.
SMILES	STAT1 inh	ROMK primary	FLuc stim CS	FLuc inh counter	APP 5UTR inh	NF-kB neuron act	STAT1 act	STAT3 blocker	STAT3 activator	APP 5'UTR act
O=C1CCC(=O)N1CN(C(=O)c1ccco1)c1ccc(Cl)c(Cl)c1	-1	-0.25	1.1	-8	-8	1.1	101	6	101	8
Nc1nc2n(n1)C(=O)CC(c1ccccc1[N+](=O)[O-])N2 (configuration not stated)	-4	-0.3	1	-3	-13	1.4	104	0	107	13
Cc1nnc(SCc2cccc(Cl)c2)n(N)c1=O	7	-0.16	1.1	-8	-6	0.97	92	20	89	7
Cc1c(C(=O)Nc2cccc(-c3nnc4n3CCCCC4)c2)oc2ccccc12	-4	-0.71	0.9	12	-2	0.36	104	2	97	2
Clc1ccccc1CNCc1ccncc1	1	-0.39	1	-2	-8	1.1	97	16	93	7
O=C1/C(=C/c2ccc3c(c2)OCO3)CCC/C1=C\c1ccc2c(c1)OCO2	0	-0.43	1	-1	8	1.1	103	2	96	-8
O=C(CNc1ccccc1)c1ccc([N+](=O)[O-])cc1	0	x	1.1	-7	1	1.4	100	-8	113	-1
CCOc1ccc(OCC)c(NC(=O)CN2CCC(NC(=O)c3cccc(F)c3)CC2)c1	-1	-0.19	1	-3	-3	0.71	99	7	98	3
COC(=O)c1ccc(C(=O)OC)c(NC(=O)COC(=O)c2ccc(OC)c(OC)c2OC)c1	-5	-0.52	1	-3	6	0.95	104	0	99	-6
Cc1cc(N(C)C)c(C#N)c(NCc2ccccc2)n1	-2	x	1.1	-7	-6	1.5	102	-8	109	6
Cc1ccccc1OCCn1cnc2c(N)ncnc21	-32	x	1	1	-2	1.6	129*	21	84	2
CN(C)/C=N/c1cc(=O)[nH]c(=O)n1Cc1ccccc1	-1	0.31	1	-3	-7	0.94	100	2	96	7
O=C(CCNS(=O)(=O)c1cccc2nsnc12)NCc1ccc(F)cc1	-10	-0.24	1	0	7	0.94	107	8	101	-7
Cc1ccc(CSCc2ccc(C(=O)NCC3CCCO3)o2)cc1 (configuration not stated)	1	0.23	1.1	-7	-18	1	98	13	98	18
COCCn1nnnc1SCC(=O)NCc1ccc2c(c1)OCO2	9	-0.054	1	-4	-3	1.1	92	0	105	3
COCCCn1c(SCc2cccc(C(F)(F)F)c2)nc2cc(OC)c(OC)cc2c1=N	-4	x	1	-3	-2	0.79	103	-1	110	2
COC(=O)c1cc(OC)c(OC)cc1NC(=O)CSc1ccccc1	14	x	1	1	-17	0.75	88	9	97	17
C=CCN(C(=O)CNS(=O)(=O)c1ccccc1)C(C(=O)NCCOC)c1ccncc1 (configuration not stated)	4	x	1.1	-6	-13	1.4	96	6	100	13
O=C(c1cccc(S(=O)(=O)N2CCCCC2)c1)N1CCCCC1	1	-0.037	1.1	-8	8	1.1	99	4	99	-8
O=C(Cc1cccs1)N1CCC(c2nc3c(nnn3Cc3ccc(F)cc3)c(=O)[nH]2)CC1	-8	-0.034	1	0	-1	1.1	107	6	101	1
O=C(NCC(F)(F)F)Nc1cccnc1	1	x	1.1	-6	-6	1.2	100	2	101	6
COc1ccc(NC(=O)Cn2nnc(C(N)=O)c2N)c(OC)c1	5	x	1	-2	-3	1.2	96	11	94	3
COc1ccc(NC(=O)CSc2nnc(-c3ccccc3C)n2N)cc1	0	x	1	-1	-1	1.2	100	1	102	1
Cc1cc(NC(=O)CSc2nnc(-c3cccnc3)n2C)no1	0	x	1	0	0	1.1	100	4	102	0
O=C(c1ccc(NC(=S)Nc2ccc(F)cc2F)cc1)N1CCOCC1	6	0.36	1	0	-13	1.1	93	22	85	13
Cc1ccccc1OCC(=O)Nc1ccc2oc(=O)ccc2c1	-10	-0.28	1	4	-2	1	108	4	106	2
CCOC(=O)N1CCc2c(sc3nc4n(c(=O)c23)N=C(C)CS4)C1	-1	x	1	-3	-16	0.99	101	8	97	16
C/C(=C\C(=S)Nc1ccccc1)Nc1cccc2ccccc12	-14	0.21	1	-5	7	1.2	113	-58	155*	-7
NC(=O)COC(=O)/C=C/c1ccccc1[N+](=O)[O-]	10	0.32	1	-4	-10	1.2	89	-10	109	10
COc1cc(CN2CC(C)OC(C)C2)cc(OC)c1 (configuration not stated)	4	-0.0095	x	x	3	x	97	-5	111	-3
CCCCCCC(=O)NN1CCN(C)CC1	-1	0.33	1	-5	2	1.2	101	3	98	-2
Cc1ccc(S(=O)(=O)/N=C(/c2ccccc2)N2CCOCC2)c(C)c1	0	-0.41	1.1	-11	-7	0.95	97	2	102	7
CC1CCCCN1CCCNC(=O)c1cc(Br)c(Br)[nH]1 (configuration not stated)	-8	-0.15	1.1	-7	-2	0.83	107	12	99	2
Cc1ccc(S(=O)(=O)N2CCC(C(=O)O)CC2)cc1	-9	-0.006	1.1	-7	-17	0.98	106	-6	108	17
CCC(=O)N1CCc2cc(OC)c(OC)cc2C1COc1ccc(C(=O)OC)cc1 (configuration not stated)	9	x	1	-3	-18	0.46	91	7	97	18
Cc1ccc(C)c2c1cc(C)c1nnc(SCC(=O)Nc3nc4c(s3)CCCC4)n12	12	1.1	1	-4	11	1.1	91	-3	100	-11
O=C(CSc1ccccc1Cl)N1CCC(c2nc3ccccc3s2)CC1	9	x	1.1	-6	2	0.92	92	13	94	-2
COc1ccc(Cl)cc1NC(=O)c1cccnc1	-1	0.84	1.1	-5	9	1.2	100	12	91	-9
CCCc1nnc(NC(=O)Nc2ccccc2OC)s1	-15	-1.2	1	-3	-39	1.8	114	-8	110	39
COc1cccc(-c2nnc(NC(=O)c3ccc(S(=O)(=O)N4CC(C)OC(C)C4)cc3)o2)c1 (configuration not stated)	-7	x	1	-2	3	0.56	106	1	104	-3
NC(=O)C1(N2CCCCC2)CCN(C(=O)c2ccccc2)CC1	4	x	1	-4	8	1.1	97	15	94	-8
Cc1nn(Cc2nc(-c3cccs3)no2)c(C)c1Br	1	x	1.1	-10	13	1.3	100	8	98	-13
O=C(Nc1ccccc1)NC1CCN(Cc2nnnn2C2CCCCC2)CC1	14	-1.6	1	-3	-10	0.89	87	11	92	10
O=C1OC(C(=O)Nc2ccccc2)Cc2ccccc21 (configuration not stated)	-29	-0.1	0.9	8	-13	2	127	8	97	13
Cn1c(NC(=O)c2ccccc2C(F)(F)F)cc(=O)n(C)c1=O	2	x	1.1	-7	x	1.2	98	7	102	x
COc1ccc(-c2cc(-c3cccs3)nc3sc(C#N)c(N)c23)cc1	5	x	1	-4	24	1.1	96	10	93	-24

STAT3 activator, hit marks shown above.
Structure	STAT1 inh	ROMK primary	FLuc stim CS	APP 5UTR inh	NF-kB neuron act	STAT1 act	STAT3 activator	APP 5'UTR act
C/C(=C\C(=S)Nc1ccccc1)Nc1cccc2ccccc12	-14	0.21	1	7	1.2	113	155*	-7

High-throughput results deposited in PubChem BioAssay by several laboratories.
